OX1R antag: antagonists of human orexin 1 receptor; O43613; CHO/OX1R cells, Fluo-8 calcium fluorescence, orexin A; inhibition, % at 5 µM; 330,000 compounds, 0.43% hits; AID 434989;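 active = inhibition above its plate's threshold, mean inhibition of all tested compounds on the plate plus 3 SD, cut at about 37% in these data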;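 note: 0% = orexin A challenge wells and 100% = SB-334867-A antagonist wells; not every result past the cut was called active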
Target sequence (O43613 whole entry, looked up): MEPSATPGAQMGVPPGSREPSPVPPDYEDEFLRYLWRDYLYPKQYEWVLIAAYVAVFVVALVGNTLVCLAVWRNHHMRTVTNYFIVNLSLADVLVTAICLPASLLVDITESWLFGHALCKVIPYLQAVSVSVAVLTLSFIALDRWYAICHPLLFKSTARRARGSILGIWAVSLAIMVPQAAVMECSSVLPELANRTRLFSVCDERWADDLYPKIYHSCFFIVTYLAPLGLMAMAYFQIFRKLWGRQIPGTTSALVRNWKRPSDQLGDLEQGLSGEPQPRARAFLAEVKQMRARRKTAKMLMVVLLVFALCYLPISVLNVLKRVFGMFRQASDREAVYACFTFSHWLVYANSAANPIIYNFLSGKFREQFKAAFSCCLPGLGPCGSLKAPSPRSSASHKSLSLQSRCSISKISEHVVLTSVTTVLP
CHT PAM: allosteric activators of human choline transporter CHT. Q9GZV3. CHT-expressing cells, membrane potential dye, choline EC20; stronger effect = higher value; LV-AA mutant CHT in HEK293 cells. B-score at 10 µM. 310,000 compounds, 0.49% hits;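 active = initial fluorescence not abnormally high and integrated response B-score, plate-corrected, over 3 SD above library mean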
Target sequence (Q9GZV3 whole entry, looked up): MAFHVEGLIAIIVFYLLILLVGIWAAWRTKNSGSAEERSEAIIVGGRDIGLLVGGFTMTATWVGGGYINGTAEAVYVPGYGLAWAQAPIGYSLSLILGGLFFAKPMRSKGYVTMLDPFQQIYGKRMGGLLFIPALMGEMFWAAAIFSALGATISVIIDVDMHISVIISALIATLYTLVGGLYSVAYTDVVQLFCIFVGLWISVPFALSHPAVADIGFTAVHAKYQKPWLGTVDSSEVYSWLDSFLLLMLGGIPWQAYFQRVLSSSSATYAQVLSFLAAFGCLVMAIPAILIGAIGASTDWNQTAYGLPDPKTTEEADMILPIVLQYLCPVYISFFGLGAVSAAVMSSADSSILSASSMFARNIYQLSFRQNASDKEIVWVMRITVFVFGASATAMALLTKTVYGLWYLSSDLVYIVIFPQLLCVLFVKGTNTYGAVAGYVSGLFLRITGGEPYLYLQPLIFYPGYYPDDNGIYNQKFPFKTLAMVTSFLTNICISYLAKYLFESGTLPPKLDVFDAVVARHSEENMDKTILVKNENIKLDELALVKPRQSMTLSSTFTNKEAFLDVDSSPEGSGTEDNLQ
An asterisk follows results filed as active; i = inactive; . = not tested or not shown.

Under each structure – CHT PAM | OX1R antag
1) Cc1cc(Br)c2c(c1)C(O)(N1CCCCC1C)C(=O)N2 (configuration not stated)
    i | -18.4
2) CN(C(=O)c1ccncc1)C1CCS(=O)(=O)C1 (configuration not stated)
    i | -17.0
3) CCN(C(=O)COC(=O)CCS(=O)(=O)c1ccc(C)cc1)C1CCS(=O)(=O)C1 (configuration not stated)
    i | -2.4
4) COc1ccccc1N(CC(=O)NC1CCCC1)C(=O)CNC(=O)c1cccs1
    i | -9.1
5) CC(=O)c1cccc(NC(=O)C(C)OC(=O)CNC(=O)c2ccc(C)s2)c1 (configuration not stated)
    i | -15.7
6) CC1(C)CC(N(Cc2ccc(F)cc2)C(=O)c2ccc(F)cc2)CCO1 (configuration not stated)
    i | -25.4
7) O=S(=O)(c1ccc(SCc2cccc(Cl)c2)nc1)N1CCCC1
    . | -9.0
8) CCOc1cc(C2C(C(=O)OC(C)C)=C(C)N=C3SCCC(=O)N32)ccc1OC(C)=O (configuration not stated)
    i | -33.4
9) CCCCn1c(N)c(N(CC(C)C)C(=O)C2CCCO2)c(=O)[nH]c1=O (configuration not stated)
    i | -11.1
10) C/C(=N\NC(=O)c1nnn(-c2nonc2N)c1-c1ccc2c(c1)OCO2)c1cccs1
    i | 3.8
11) COc1ccccc1NC(=S)N(Cc1ccco1)Cc1cc2cc(C)ccc2[nH]c1=O
    i | -23.6
12) COc1ccc(-c2[nH]ncc2CN2CCCOc3c(cccc3OC)C2)c(OC)c1
    i | -29.3
13) COc1ccc(Br)cc1C(=O)Nc1ccc(NC(=O)c2ccco2)cc1
    i | -20.9
14) CCOC(=O)c1cc(OC(=O)c2ccccc2)n(-c2ccccc2)n1
    i | 5.6
15) Cc1ccsc1/C=C1\SC(=S)N(CC2CCCO2)C1=O (configuration not stated)
    i | -18.2
16) CCc1nnc(NC(=O)C2CSC3(C)CCC(=O)N23)s1 (configuration not stated)
    i | 2.6
17) CC(=O)c1c(C)[nH]c2ccccc2c1=O
    i | -10.2
18) N=c1sccn1CC(=O)NC(c1ccccc1)c1ccccc1
    i | -12.9
19) COc1ccc2nc3c(nc2c1)CCCC3
    i | -13.2
20) Cn1ncc2c(N3CCC(Cc4ccccc4)CC3)ncnc21
    i | -5.6
21) O=C(N/N=C/c1ccncc1)c1ccc(COc2cccc3cccnc23)cc1
    i | -12.7
22) CC(=O)OCCc1[nH]c2ccccc2c1C
    i | -3.1
23) CCn1c(SCC(=O)NCCc2ccccc2)nnc1-c1cccs1
    i | -30.5
24) COc1cccc(NC(=O)N2CCN(C(=O)C(Cc3ccc(OC)c(OC)c3)NC(C)=O)CC2)c1 (configuration not stated)
    i | 0.1
25) COc1ccc(CCN2C(=O)c3cccc4c(C(=O)N5CCCCC5)ccc(c34)C2=O)cc1OC
    i | -23.0
26) COc1ccc(C(=O)NNC(=O)C(=O)/C=C(\O)c2ccc(C)cc2)cc1
    i | -3.2
27) Cc1ccnc(NS(=O)(=O)c2ccc(NS(=O)(=O)c3cccs3)cc2)n1
    i | 6.8
28) CCOc1ccc(NC(=S)Nc2ccc(OC)cc2)cc1
    i | -24.6
29) CCOC(=O)c1cnn(-c2cc(C)nc3c(-c4ccccc4)c(C)nn23)c1N
    i | -3.9
30) CC(=O)NC1CCN(CC(=O)Nc2cccc([N+](=O)[O-])c2)CC1
    i | -4.6
31) COc1ccc(CCC(N)=O)cc1OC
    i | -0.6
32) CC1COC(Cn2c3ccccc3c3ccccc32)O1 (configuration not stated)
    i | -23.1
33) NC(=O)C(=O)N/N=C/c1cccc(C(F)(F)F)c1
    i | -11.8
34) Cc1cc(C(=O)COC(=O)c2ccc(O)cc2)c(C)n1CC1COc2ccccc2O1 (configuration not stated)
    i | 0.9
35) COc1cccc(OC)c1C(=O)Nc1ccc(N2CCN(C(=O)c3cccs3)CC2)cc1
    i | -20.0
36) O=C(c1cc(Cl)ccc1O)N1CCN(S(=O)(=O)Cc2ccccc2)CC1
    . | -6.0
37) Cc1cc(SCC#N)n2nc(C)c(-c3ccc(Cl)cc3)c2n1
    i | -19.5
38) CN1CCN(CC(O)Cn2c3ccccc3c3ccccc32)CC1 (configuration not stated)
    i | 23.2
39) COc1ccc(C(=O)NC(=S)Nc2ccc(Cl)cn2)cc1OC
    i | -0.3
40) CC(C)n1ncc2c(C(=O)NCc3ccccc3CN(C)C)cc(C3CC3)nc21
    . | -31.7
41) Cc1ccc(NS(=O)(=O)c2ccc3c(c2)oc(=O)n3C)cc1
    i | .
42) Cc1ccc(NC(=O)Nc2ncnc3nc[nH]c23)cc1
    i | -8.6
43) CCCc1nnc(NC(=O)CN2C(=O)c3ccccc3S2(=O)=O)s1
    i | -12.5
44) Cc1cc(C)cc(NC(=S)N2CCN(Cc3ccccc3)CC2)c1
    i | -24.9
45) COc1ccc(-c2cc(=O)c3cc(OC)ccc3[nH]2)cc1
    i | -15.3
46) CC(=O)C1=C(C)N(Cc2ccccc2)C(=O)N[C@H]1CCc1ccccc1
    i | -25.4
47) COC(=O)Nc1ccc2c(c1)N(C(=O)CCN(C)C)c1ccccc1CC2
    i | -16.1
48) CN1COc2ccc3ccccc3c2C1
    i | -0.8
49) CSCCC(NC(=O)COc1ccccc1)C(=O)OC(C)C(=O)Nc1ccccc1C (configuration not stated)
    i | -33.7
50) COc1cccc(-c2c(C(=O)N/N=C/c3ccoc3)nnn2-c2nonc2N)c1
    i | -20.7
51) CC1CCCCC12NC(=O)N(CC(=O)OCC(=O)NCc1ccc(F)cc1)C2=O (configuration not stated)
    . | -15.8
52) CSc1ccc(S(=O)(=O)NCCOc2ccccc2C)cc1
    i | 1.6
53) Cc1ccc(N2CC(C(=O)Nc3nccs3)CC2=O)cc1Cl (configuration not stated)
    i | -20.0
54) Cc1ccccc1C(=O)NC1CCCN(Cc2ccccc2F)C1 (configuration not stated)
    i | -17.8
55) Cc1ccc(S(=O)(=O)Oc2ccccc2/C=N/Nc2ccc(C(=O)O)cc2)cc1
    i | -7.2
56) CSc1ccc(C(=O)C2CCCN(Cc3ccc(N4CCNC4=O)cc3)C2)cc1 (configuration not stated)
    i | -14.6
57) Cc1ccc(NC(=O)C2CCCN(S(=O)(=O)c3c(C)noc3C)C2)c(C)c1 (configuration not stated)
    i | -6.1
58) O=C1C=C(c2cccs2)CC(c2cccs2)C1n1cnc([N+](=O)[O-])c1 (configuration not stated)
    i | -19.1
59) CC1CC(C)(C)N(C(=O)CN2C(=O)c3ccccc3C2=O)c2ccccc21 (configuration not stated)
    i | -27.5
60) CCOC(=O)N1CCN(Cc2nc3cc(NC(=O)CC(C)C)ccc3n2C)CC1
    i | -18.3

Other entries follow:
Under each structure – CHT PAM | OX1R antag
61) COc1ccccc1-n1c(=O)c(C#N)c(-c2ccc([N+](=O)[O-])cc2)c2cc(C(=O)c3cc(F)ccc3O)cnc21
    i | -22.1
62) Cn1c(C(C)(O)C(O)c2ccccc2)nc2ccccc21 (configuration not stated)
    i | -3.2
63) O=C(NCc1ccc(OC(F)(F)F)cc1)c1cccc2c1C(=O)c1ccc(N3CCCCC3)cc1S2(=O)=O
    . | -30.4
64) COc1cccc(NC(=S)N2CCC(c3ccc(C)cc3)C2)c1 (configuration not stated)
    i | -23.6
65) COC(=O)c1ccc(OCC(=O)N2CCCc3ccccc32)cc1
    i | -15.2
66) O=C(CCNS(=O)(=O)c1ccccc1)NNC(=O)c1cccc(Cl)c1
    . | -3.9
67) COc1ccc(C(=O)N2CCSC2=S)cc1OC
    i | -10.0
68) Cc1sc2ncnc(N3CCC(C(=O)Nc4ccc(OC(F)F)c(Cl)c4)CC3)c2c1C
    . | 17.3
69) CCC(C)c1ccccc1NC(=O)c1cc(C)no1 (configuration not stated)
    i | -14.7
70) COc1cccc(CNc2ccc3c(c2)ncn3C)c1OC
    i | .
71) Cc1cc(C)nc(NS(=O)(=O)c2ccc(NC(=O)CCN3C(=O)c4ccccc4C3=O)cc2)n1
    i | 0.3
72) COc1cc(/C=C/C(=O)OCC(=O)Nc2cccc(F)c2)ccc1O
    . | 6.8
73) CCOC(=O)c1ccc(NC(=S)NNC(=O)C2(C)CC2(Cl)Cl)cc1 (configuration not stated)
    i | -7.1
74) O=C(Nc1ccccc1)c1ccc(CSc2ncccn2)cc1
    i | -27.6
75) Cc1nc(-c2ccccn2)sc1C(=O)Nc1ccc(F)cc1F
    i | -15.0
76) COc1nn(CC(=O)N2N=C(C)CC2(O)C(F)F)cc1[N+](=O)[O-] (configuration not stated)
    i | 7.0
77) COc1ccc(C2CC(c3cccs3)=NN2C(=O)CSc2nc3ccccc3o2)cc1 (configuration not stated)
    i | -28.8
78) N=c1n(Cc2ccccc2)c2ccccc2n1Cc1ccccc1
    i | -7.2
79) Cc1cc(C)cc(NS(=O)(=O)c2cc3[nH]c(=O)c(=O)[nH]c3cc2C)c1
    i | -1.7
80) CCC(C)NC(=O)c1ccccc1NC(=O)C1COc2ccccc2O1 (configuration not stated)
    i | -13.6
81) COC(=O)c1cn(C(=O)c2ccc(C)cc2C)c2ccccc12
    i | -10.2
82) Cn1c(=N)c(S(=O)(=O)c2ccccc2)cc2c(=O)n3ccccc3nc21
    i | -12.7
83) COc1ccc(-c2nc(C#N)c(NCCc3ccccc3)o2)cc1OC
    i | -24.0
84) O=C(Nc1cc(Br)ccc1O)c1cc(-c2ccco2)on1
    i | -3.2
85) O=C1c2cccc([N+](=O)[O-])c2C(=O)N1c1ccccc1
    i | -11.7
86) CC1CC(C)CN(CCCNS(=O)(=O)c2ccc3c(c2)CCN3C(=O)C2CC2)C1 (configuration not stated)
    i | -23.4
87) COc1ccc(N2CCOCC2)c(NC(=O)c2ccc(Br)o2)c1
    i | -29.1
88) Cc1ccccc1NC(=O)Cc1nc(-c2ccc3ccccc3c2)cs1
    i | -7.4
89) COc1ccc(Nc2nc(-c3ccc(OC)cc3)c(CCC(=O)O)s2)cc1
    i | -0.2
90) N#CC1=C(SCc2ccccc2)NC(=O)CC1c1ccc(O)cc1 (configuration not stated)
    i | 17.7
91) CC(C)CC1Nc2ncnc(N3CCOCC3)c2N(Cc2ccc(Br)cc2)C1=O (configuration not stated)
    i | -15.1
92) Cc1cccc(N=Nc2cnc(N)s2)c1
    i | -11.7
93) CCc1ccc2c(COC(=O)C3CSC4(C)CCC(=O)N34)cc(=O)oc2c1 (configuration not stated)
    . | -22.8
94) O=C(CN1C(=O)NC2(CCCC2)C1=O)Nc1ccccc1C(F)(F)F
    i | -14.4
95) Cc1[nH]n(-c2ccccc2)c(=O)c1C(C[N+](=O)[O-])c1ccccc1Cl (configuration not stated)
    i | -12.3
96) Oc1ccccc1C1=Nc2ncnn2C(c2ccc(F)cc2)C1 (configuration not stated)
    i | -21.1
97) CCc1ccc(-n2c(SCC(=O)Nc3cc(C)[nH]n3)nc3[nH]ncc3c2=O)cc1
    i | -21.9
98) CC1(C)OC(=O)C=C[C@]2(C)[C@H]3CC[C@@]4(C)[C@H](C(=O)O)OC(=O)[C@H]5O[C@]54[C@]3(C)C(=O)C[C@@H]12
    . | -0.2
99) CCn1c(N2CCC(Cc3ccccc3)CC2)nc2c1c(=O)[nH]c(=O)n2C
    i | 1.1
100) COC(=O)NCCOc1cc(C)ccc1C
    i | -0.7
101) COc1ccccc1-c1oc2ccccc2c1C#CCCO
    . | -3.3
102) O=C(Cc1ccccc1)Nc1ccccc1N1CCCC1
    i | -15.8
103) CN(C)c1ccc(NC(=O)CN2CCC(C(=O)c3ccc(F)cc3)CC2)cc1
    i | -16.5
104) O=C(CN(Cc1ccccc1)C(=O)c1csnn1)NCCc1ccccc1
    i | -24.1
105) Cn1c(=O)c(C(=O)CN2CCCCCC2)c(N)n(Cc2ccccc2)c1=O
    i | -15.4

Rewritten as tab-separated lines: five of the compounds above.
item	Compound	CHT PAM	OX1R antag
94	O=C(CN1C(=O)NC2(CCCC2)C1=O)Nc1ccccc1C(F)(F)F	i	-14.4
95	Cc1[nH]n(-c2ccccc2)c(=O)c1C(C[N+](=O)[O-])c1ccccc1Cl (configuration not stated)	i	-12.3
96	Oc1ccccc1C1=Nc2ncnn2C(c2ccc(F)cc2)C1 (configuration not stated)	i	-21.1
97	CCc1ccc(-n2c(SCC(=O)Nc3cc(C)[nH]n3)nc3[nH]ncc3c2=O)cc1	i	-21.9
98	CC1(C)OC(=O)C=C[C@]2(C)[C@H]3CC[C@@]4(C)[C@H](C(=O)O)OC(=O)[C@H]5O[C@]54[C@]3(C)C(=O)C[C@@H]12	.	-0.2

Remaining list, next part
Under each structure – CHT PAM | OX1R antag
106) CC(Sc1ccc(Cl)cc1)C(=O)NCC(c1ccco1)N1CCCCC1 (configuration not stated)
    i | -29.2
107) COc1ccc(Cn2c(CCC(=O)O)nc3cccnc32)cc1
    i | -9.5
108) C=CCN(C(=O)c1csnn1)C(C(=O)NCc1ccccc1)c1c(F)cccc1Cl (configuration not stated)
    i | -8.0
109) CCSC1=NCCN1C(=O)c1c(-c2ccccc2Cl)noc1C
    i | -16.5
110) COc1cc(OC)c2cc(C(=O)N/N=C/c3ccccc3O)[nH]c2c1
    i | 10.7
111) COc1cc2nc(CN(C)Cc3ccc(Cl)cc3)[nH]c(=O)c2cc1OC
    i | -16.8
112) CC(C)[N+](C)(C)CC#CC(O)(c1ccccc1)c1ccccc1
    i | -18.2
113) CCCN(C(=O)COC(=O)CNC(=O)c1ccc2ccccc2c1)c1c(N)n(Cc2ccccc2)c(=O)[nH]c1=O
    i | -3.0
114) COc1ccc2c(c1OC)C(=O)N(C(C)C(=O)O)C2=O (configuration not stated)
    i | -1.4
115) Cc1c(-c2nc(-c3ccc(C(C)(C)C)cc3)no2)n(C)oc1=O
    i | -26.0
116) Cc1ccc(NC(=O)c2cccc(S(=O)(=O)N3CCc4ccccc4C3)c2)nc1
    i | 32.2
117) COc1cc(NC(=S)Nc2cccnc2)cc(OC)c1OC
    i | -17.9
118) CC(=O)NS(=O)(=O)c1ccc(NC(=O)C2c3ccccc3Oc3ccccc32)cc1
    i | -8.7
119) CCOC(=O)c1ccc(N/C=C/C(=O)c2ccccc2)cc1
    i | -33.0
120) Cc1c(NC(=O)c2cc(-c3ccc(F)cc3)nc3ccccc23)c(=O)n(-c2ccccc2)n1C
    . | -25.7
121) CC(C)C(NC(=O)CN(c1cccc(F)c1)S(C)(=O)=O)C(C)C
    i | -15.2
